Rtt109 Vps75: C. albicans Rtt109 histone acetyltransferase inhibition | Q5AAJ8 | purified Rtt109/Vps75, ThioGlo CoA-SH fluorescence, 4 h | inhibition, % at 34.9 µM | 0.16% of 330,000 active;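 active = inhibition of at least 50% in every replicate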
Target sequence (Q5AAJ8 whole entry, looked up): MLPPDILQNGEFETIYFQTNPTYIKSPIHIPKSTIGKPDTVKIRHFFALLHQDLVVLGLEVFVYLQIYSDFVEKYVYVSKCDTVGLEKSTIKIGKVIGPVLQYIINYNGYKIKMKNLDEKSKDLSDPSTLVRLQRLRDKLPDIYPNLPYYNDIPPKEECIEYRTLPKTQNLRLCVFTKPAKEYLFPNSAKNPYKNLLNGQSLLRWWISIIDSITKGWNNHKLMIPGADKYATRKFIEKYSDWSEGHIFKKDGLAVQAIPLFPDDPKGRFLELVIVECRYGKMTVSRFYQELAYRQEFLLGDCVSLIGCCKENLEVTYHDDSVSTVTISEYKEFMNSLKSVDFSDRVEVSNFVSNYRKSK
MITF act: activators of MITF-driven TRPM1 promoter activity in SK-MEL-5 cells. SK-MEL-5 TRPM1-promoter luciferase, 24 h; % of positive control, neutral wells = 0. activation, % at 12.5 µM. 0.75% of 300,000 active. AID 588334;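 active = mean activation of at least 80% with every replicate also reaching 80%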;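 note: 0% = neutral control wells and 100% = parthenolide positive control wells; values of inactives mirror those of a sister screen read the other way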
SR-BI DiI inh: mouse SR-BI HDL lipid transfer inhibition. AID 488896. ldlA[mSR-BI] CHO cells, DiI-HDL uptake fluorescence, 3 h. 0.96% of 320,000 active. inhibition, % at 12.5 µM;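 active = mean replicate inhibition of at least 70% and a set share of replicates each scoring 70 or more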;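 note: 0% = median of neutral control wells and 100% = median of positive control wells; values of inactives mirror those of a sister screen read the other way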
Target sequence (Q61009 whole entry, looked up): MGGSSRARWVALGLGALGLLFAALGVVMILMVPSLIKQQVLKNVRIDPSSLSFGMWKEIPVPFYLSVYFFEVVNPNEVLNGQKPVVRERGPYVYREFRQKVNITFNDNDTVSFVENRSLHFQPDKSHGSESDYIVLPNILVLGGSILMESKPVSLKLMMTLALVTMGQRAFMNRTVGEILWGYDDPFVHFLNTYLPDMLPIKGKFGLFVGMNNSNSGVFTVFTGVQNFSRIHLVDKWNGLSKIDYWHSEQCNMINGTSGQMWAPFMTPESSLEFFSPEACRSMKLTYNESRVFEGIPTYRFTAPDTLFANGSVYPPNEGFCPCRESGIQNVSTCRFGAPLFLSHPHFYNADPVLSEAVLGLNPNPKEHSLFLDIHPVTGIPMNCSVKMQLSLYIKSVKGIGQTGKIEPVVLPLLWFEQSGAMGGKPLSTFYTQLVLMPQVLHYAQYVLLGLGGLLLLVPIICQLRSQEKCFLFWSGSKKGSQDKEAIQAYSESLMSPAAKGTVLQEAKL
PfHsp90 set2: growth inhibition of yeast expressing Plasmodium Hsp90; S. cerevisiae expressing PfHsp90, BacTiter-Glo ATP, 48 h; yeast lacking PDR1 and PDR3 efflux regulators; inhibition, % at 9.4 µM; 0.32% of 310,000 active; AID 504621;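 active = every replicate shows inhibition above about 80%, whatever the replicate mean, limit read from the data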;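 note: 0% = DMSO neutral controls and 100% = 20 µM radicicol positive controls; yeast relying on Plasmodium falciparum Hsp90 in place of its own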
PvdQ inh: blocks Pseudomonas aeruginosa PvdQ acylase activity | purified PvdQ acylase, fluorescence plate reader | inhibition, % at 10 µM | 0.063% of 340,000 active; in the data active = inhibition above about 30%, passing the limit was not always enough;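 note: 0% = vehicle neutral wells and 100% = reference inhibitor wells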
SR-BI uptake up: activators of SR-BI mediated HDL lipid uptake; CHO ldlA[mSR-BI] cells, DiI-HDL uptake fluorescence, 3 h; 100 = double the neutral-control signal; activation, % at 12.5 µM; 0.096% of 320,000 active; AID 504775;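 active = mean replicate activation of at least 60% and every replicate at or above 60%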;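 note: 0% = median plate neutral-control signal and 100% = twice that signal; values of inactives mirror those of a sister screen read the other way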
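Material – SR-BI-overexpressing, LDLR-lacking CHO cells · Medium – BSA-supplemented, HEPES-buffered Ham's F12, pH 7.4 · Doses – single concentration · Times – compound with DiI-HDL co-incubation, 3 h at 37 °C · Measured by – bottom-read fluorescence, 550/595 nm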
NSD2 HMT inh: blocks human histone methyltransferase NSD2. O96028. NSD2 peptide methylation, AlphaScreen, 120 min. inhibition, % at 12.5 µM. 0.54% of 310,000 active. AID 743445; in the data active = inhibition above about 50%
CAL PDZ FP-1: blocks peptide binding to the human CAL PDZ domain | 0.92% of 300,000 active | inhibition, % at 24.9 µM | purified CAL PDZ, TMR-peptide fluorescence polarization, 1 h | Q9HD26 | AID 602252;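 active = mean inhibition of at least 30% with at least half of replicates also reaching 30%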;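 note: 0% = DMSO neutral control and 100% = excess unlabeled competitor peptide PRC23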
CAL PDZ FP-2: blocks peptide binding to human CAL PDZ domain; Q9HD26; purified CAL PDZ, TMR-peptide fluorescence polarization, 1 h; inhibition, % at 20 µM; 0.02% of 330,000 active; AID 504414;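 active = highest replicate inhibition of at least 40%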;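 note: plate controls were DMSO neutral control wells for no effect and unlabeled competitor peptide control wells for full effect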
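System: tagged CAL PDZ domain. Schedule: 1 h room-temperature incubation prior to read. Signal: fluorescence polarization (mP). Measure: percent inhibition from loss of millipolarization.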
dFosB act: mouse delta FosB homodimer activation; P13346; purified delta FosB, TAMRA-CDK5 oligo fluorescence polarization; percent of positive-control signal above neutral wells; activation, % at 25 µM; 0.99% of 340,000 active; AID 493131;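 active = mean activation above about 17%, with every replicate also reaching it, limit read from the data, passing the limit was not always enough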;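 note: fluorescence polarization rise as delta FosB binds a TAMRA Cdk5 AP-1 oligo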
An asterisk follows results filed as active; . = no result given. An unsorted share of the library, and some 4.3% of all compounds hit somewhere here.

Compound	Rtt109 Vps75	MITF act	SR-BI DiI inh	PfHsp90 set2	PvdQ inh	SR-BI uptake up	NSD2 HMT inh	CAL PDZ FP-1	CAL PDZ FP-2	dFosB act
Cc1ccc(NC(=O)c2sc3nc[nH]c(=O)c3c2C)c(C)c1	-7	15	-11	12	8	11	-6	-2	-1.0	0
Cc1cc(C)nc(/N=C(\N)Nc2ccc(SC(F)F)cc2)n1	0	5	.	5	-12	.	.	14	-2.8	-6
N#Cc1ccsc1NC(=O)CSc1nnnn1-c1ccc(O)cc1	7	14	.	2	5	.	2	7	-0.9	-7
CCOc1ccc(NC2OC(CO)C(O)C(O)C2O)c([N+](=O)[O-])c1 (configuration not stated)	14	-5	-15	10	1	15	-9	-2	0.1	2
Cc1cc(CNC(=O)CC2C(=O)NCCN2Cc2ccccc2)nn1C (configuration not stated)	-9	-8	1	-13	-11	-1	1	.	-1.0	-12
COc1cc(S(=O)(=O)NC2CCCCC2C)ccc1-n1cnnn1 (configuration not stated)	-1	-12	24	9	9	-24	-1	-2	-2.4	0
CN1CCN(c2ccccc2NC(=O)COc2ccccc2)CC1	-6	8	-10	-22	1	10	3	-3	-2.6	-6
COc1ccc(/C=N/NC(=O)C(C)N(c2ccc(OC)cc2)S(C)(=O)=O)cc1 (configuration not stated)	.	8	12	0	1	-12	-1	-1	-2.2	-4
Cc1ccc(NC2=NC(=S)N(CC#N)C23CCCCC3)cc1	-5	-9	-14	-8	-10	14	.	-1	-0.3	3
COc1cccc(NC(=O)CSc2nc3ccccc3cc2Cc2ccccc2)c1	.	3	16	12	-6	-16	1	-1	-2.3	-4
Cc1ccc(NC(=O)C2CCN(S(=O)(=O)c3ccc4c(c3)OCCO4)CC2)c(O)c1	-5	-13	.	7	-3	.	2	4	-3.5	-8
CC(C)Cn1c(C(C)C)nc([N+](=O)[O-])c1S(=O)(=O)c1ccc(F)cc1	-1	.	9	41	-18	-9	0	5	-1.1	-9
COc1ccc(S(=O)(=O)N(C)CC(=O)NCc2cccnc2)cc1	-1	5	-2	9	-8	2	-2	-4	-1.7	-3
CC(C)C[C@@H](CNCC(=O)[C@H](C)NC(=O)c1[nH]cnc1C(=O)N[C@@H](C)CN)NC(=O)c1nc[nH]c1C(=O)N[C@@H](CC(=O)O)C(=O)O	-2	0	.	-1	-16	.	.	11	1.0	0
COc1ccccc1OCC(=O)Nc1ccccc1C(=O)N1CCCC1	-2	5	.	-4	-17	.	80*	-1	-0.7	4
Cc1ccc(O)c(C2=NNC(c3ccc(Cl)cc3)C2)c1 (configuration not stated)	-1	23	46	-19	-2	-46	-4	0	-2.8	-10
CCC(C(=O)NC1CCCC1)N(C(=O)c1snc(C(N)=O)c1N)c1ccc2c(c1)OCCO2 (configuration not stated)	-11	-5	2	-13	-6	-2	7	-1	-0.5	8
O=C(C1CCCN(c2ncccn2)C1)N1CCc2ccccc21 (configuration not stated)	10	1	-27	13	3	27	10	.	-3.0	-1
COc1ccc(S(=O)(=O)N2CCC(C(=O)NC3(C)CCS(=O)(=O)C3)CC2)cc1OC (configuration not stated)	2	-7	-8	8	-3	8	1	-7	-1.4	2
Cc1ccc(C(=O)N=c2sccn2C)o1	11	19	-45	1	-14	45	0	1	-0.7	0
CCN(CC)CCNC(=O)c1cc(-c2ccc(Br)s2)nc2ccccc12	-9	12	24	-25	-15	-24	3	-5	-7.6	-30
CCC/C(O)=N\S(=O)(=O)c1ccc(N=NN(C)C)cc1	1	.	-23	-2	10	23	-1	.	0.0	-4
CCn1c(SCC(=O)Nc2nc(C)cs2)nnc1-c1ccoc1C	1	-5	-11	-1	-3	11	.	1	-1.1	2
CCC(=O)N(Cc1ccco1)C1CC(=O)N(c2ccccc2)C1=O (configuration not stated)	-4	10	0	4	16	0	0	-5	-1.6	0
O=C(c1ccc(Cl)c(F)c1F)N1CCOCC1	3	-12	2	-2	-5	-2	1	.	-0.1	3
CC(CN1CCCCC1)OC(=O)c1ccco1 (configuration not stated)	2	-8	.	8	-4	.	-1	-3	-3.1	1
C[C@H](NC(=O)c1nc[nH]c1C(=O)NC1CCNCC1)C(=O)OC(C)(C)C	2	3	-24	-8	-11	24	.	0	0.0	-12
COc1ccc(NC(=O)Cn2c(=O)sc3ccccc32)c(OC)c1	9	.	-5	.	-2	5	.	.	-2.2	-8
O=C(c1ccccc1Cl)N1CCC(O)(c2cccnc2)CC1	-13	1	50	7	-9	-50	2	-3	-0.4	-2
Cc1ccc(S(=O)(=O)N(C)S(=O)(=O)c2ccc(C)cc2)cc1	7	-1	-18	-3	8	18	.	0	-0.4	-4
CC1=CC(=O)OC1Cc1ccncc1 (configuration not stated)	12	-4	14	36	-15	-14	0	-2	-0.8	4
O=C(Oc1ccc(C(=S)N2CCCCC2)cc1)c1ccccc1F	-8	8	-26	-9	-11	26	1	-3	-2.2	0
O=C(Nc1ccc(N2CCOCC2)cc1)Nc1cnsn1	10	55	-19	8	-8	19	3	4	.	-11
COc1ccc(-c2c(C)oc3c(CN4CCN(CCO)CC4)c(O)ccc3c2=O)cc1OC	-10	1	1	7	-3	-1	1	-3	0.3	0
O=C(NCc1ccc(Cl)cc1)C1CCN(c2nnc(N3CCCC3=O)s2)CC1	-18	.	-21	-4	-5	21	.	-2	-0.5	2
CCOCCCNC(=S)NC1CC2CCC(C1)N2Cc1ccccc1 (configuration not stated)	7	3	-3	-9	-20	3	-2	-3	-0.7	-11
Cc1ccc(S(=O)(=O)N2CCCC2c2nc3ccccc3s2)cc1 (configuration not stated)	-10	-11	-12	1	7	12	0	-2	-0.4	6
Cc1oc(-c2cccs2)nc1CNC[C@H]1O[C@@H](n2cnc3c(N)ncnc32)[C@H](O)[C@@H]1O	-5	6	-24	9	-14	24	.	-7	-1.8	-11
O=C(c1cc2cc(F)ccc2[nH]1)N1CCN(C(=O)c2ccco2)CC1	-6	-12	-20	6	-6	20	2	.	-1.1	-6
Cc1ccc(NC(=O)COc2coc(CN3CCc4ccccc43)cc2=O)c(C)c1	12	-5	7	-6	1	-7	1	-2	-1.5	-1

No new results follow: an excerpt of the list.
Compound	Rtt109 Vps75	MITF act	SR-BI DiI inh	PfHsp90 set2	PvdQ inh	SR-BI uptake up	NSD2 HMT inh	CAL PDZ FP-1	CAL PDZ FP-2	dFosB act
O=C(c1cc2cc(F)ccc2[nH]1)N1CCN(C(=O)c2ccco2)CC1	-6	-12	-20	6	-6	20	2	.	-1.1	-6
Cc1ccc(NC(=O)COc2coc(CN3CCc4ccccc43)cc2=O)c(C)c1	12	-5	7	-6	1	-7	1	-2	-1.5	-1

The results go on.
Compound	Rtt109 Vps75	MITF act	SR-BI DiI inh	PfHsp90 set2	PvdQ inh	SR-BI uptake up	NSD2 HMT inh	CAL PDZ FP-1	CAL PDZ FP-2	dFosB act
O=C(/C=C/c1ccc(F)cc1)NC(=S)N1CCN(Cc2ccccc2)CC1	-15	-3	17	24	-8	-17	1	.	-1.0	-7
CC(=O)N1c2ccc(S(=O)(=O)NCC3CCC(C(=O)NCc4ccccc4)CC3)cc2CC1C (configuration not stated)	-11	-11	23	21	-17	-23	-8	1	-2.6	-8
COc1ccc(N(Cc2ccccc2)S(=O)(=O)c2cccc(C(=O)O)c2)cc1	21	0	-7	8	4	7	10	-2	-0.5	-1
Cc1cc(CNC(=S)Nc2ccc(S(=O)(=O)Nc3ncccn3)cc2)nn1C	1	0	-21	8	-7	.	-1	-3	-2.9	-8
CCOc1ccc(Cl)cc1S(=O)(=O)N1CCN(c2ccc(F)cc2)CC1	-6	.	0	.	1	0	-8	-1	-1.2	-15
CCOc1ccc(N(CCC#N)S(=O)(=O)c2ccc(OC)cc2)cc1	-2	-3	-4	.	-6	4	-1	-1	-1.8	-8
O=C(c1ccccc1Cc1ccccc1)N1CCN(S(=O)(=O)c2ccccc2Br)CC1	1	9	11	.	-8	-11	0	4	-3.5	-9
O=C(CCS(=O)(=O)c1cccc2nsnc12)N1CC(=O)N(CCc2ccccc2)C(=O)C1	-6	3	-7	13	11	7	-8	-2	-0.4	-2
COc1ccc2[nH]c(=O)c(CN(C3CCCCC3)C(c3nnnn3Cc3ccco3)C(C)C)cc2c1 (configuration not stated)	6	-3	8	-15	-1	-8	.	-7	.	-8
Cc1ccc(NC(=O)C2CCCN2C(=O)NC2CCCCC2)cc1F (configuration not stated)	-2	-1	0	25	6	0	-4	6	-0.5	-6
CC1(C)C(=O)Nc2ccccc2N1C(=O)COC(=O)c1ccc(Cl)c(S(=O)(=O)NCc2ccccc2)c1	13	16	49	-7	-9	-49	1	0	-0.8	-11
CCOC(=O)N1CCC(NC(=O)c2cc(C(=O)NCc3cccc(Cl)c3)ccc2CO)CC1	-7	-20	.	-16	-11	.	-6	1	-2.1	-8
O=C(CNS(=O)(=O)c1ccc(Br)s1)N1CCC(N2CCCCC2)CC1	-6	9	-9	.	-10	9	.	-1	0.1	-5
N=C1CCC(=N)c2c1c(O)c1ccccc1c2O	4	-34	.	-15	0	.	66*	0	1.4	-74
O=C1c2ccccc2-c2c1c1ccccc1c(=O)n2-c1ccccc1	-5	0	53	-13	-20	-53	-3	-10	-2.4	-5
O=C(COC(=O)CCCN1C(=O)c2ccccc2C1=O)Nc1ncc(Cl)cc1Cl	-6	-2	14	19	-13	-14	9	40*	-1.2	-6
CCOc1cc(/C=N/NC(=O)c2cccnc2)ccc1OCC(=O)N1CCOCC1	1	1	9	4	10	-9	-2	-6	-0.9	10

High-throughput results as filed in PubChem.
